MRP resist rev: MRP-mediated drug resistance reversal; H69AR cells + 2 uM doxorubicin, CellTiter-Glo, 72 h; differential viability (reversal), % at 10 µM; 85,000 tested, 0.04% active;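 active means viability drop by adding the cancer drug above about 55%, with treated viability meeting a 40% cutoff, limit read from the data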;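 further: viability without doxorubicin minus viability with 2 µM doxorubicin for each compound; larger differential means the compound sensitizes cells more to doxorubicin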
IL1B NFkB pot: enhances IL-1B driven NFkB nuclear translocation | HUVEC IL-1B NFkB p65 nuclear translocation imaging | activation, % at 2 µM | 94,000 tested, 0.3% active | AID 819;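 active means activation above 40%, about the mean plus 3 SD, also judged a hit on visual image review; inconclusive means activation above 40% but not a hit on visual review; inactive means activation not above 40% and no visual hit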;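 further: percent activation is computed from the nuclear over cytoplasmic p65 intensity ratio; values of inactives mirror those of a sister screen read the other way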
PLAP inhibition: PLAP enzyme inhibitors, biochemical, luminescence, HTS (AID 690); purified PLAP, luminescent substrate; higher % means a stronger effect; inhibition, % at 20 µM; hits with a dose series show IC50 in µM; 96,000 tested, 0.08% active; in the data active means a potency from the dose series; inactive means the rest, 99 in 100 with inhibition below about 30%; further: strong numbers were not always called active
Bcl-B TR3 displacers: displacers of TR3 peptide from Bcl-B, primary screen, selectivity assay for Bfl-1 inhibitor project, biochemical, fluorescence polarization | 96,000 tested, 0.11% active | FP displacement of FITC-TR3 peptide from Bcl-B; higher % means a stronger effect | displacement, % at 20 µM, or IC50 in µM where a hit was titrated;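 active means displacement above 50% at 20 µM plus a fluorescence interference ratio under 1.5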;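 further: plate controls were wells without compound for no effect and wells lacking Bcl-B protein for full effect; a part of the inactive calls stands beside numbers as strong as those of hits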
NFkB transloc inh: blocks IL-1B driven NFkB nuclear translocation in HUVEC cells; 94,000 tested, 0.43% active; HUVEC IL-1B NFkB p65 nuclear translocation imaging; inhibition, % at 2 µM; AID 796;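 active means inhibition above about 30% together with a positive call from visual inspection of the well image, limit read from the data; inconclusive means inhibition above a set limit but visual check negative; inactive means inhibition not above a set limit, visual check negative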;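 further: nuclear over cytoplasmic p65 intensity ratio measured by imaging; 0% = IL-1B stimulated DMSO wells and 100% = unstimulated DMSO wells; values of inactives mirror those of a sister screen read the other way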
MRP resist rev cytotoxicity: also measured in MRP resist rev; calls as there; viability, %; H69AR cells, CellTiter-Glo, 72 h; measured here: cytotoxicity without doxorubicin
MRP resist rev with doxorubicin: second read-out of MRP resist rev, no call of its own (marks repeat the call); viability, %; measured here: viability with 2 uM doxorubicin; active compounds read low
NFkB transloc inh cell count 2 µM: also measured in NFkB transloc inh; calls as there; cell count; measured here: cells passing quality filter;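 raw number of nuclei counted in each imaged well without normalization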
IL1B NFkB pot cell count 2 µM: also measured in IL1B NFkB pot; calls as there; cell count; measured here: cells passing quality filter
Active calls of the source: *; ? = inconclusive; . = no result given. Only part of the results is shown, so the mix of outcomes need not match the whole.

SMILES | MRP resist rev | MRP resist rev cytotoxicity | MRP resist rev with doxorubicin | IL1B NFkB pot | IL1B NFkB pot cell count 2 µM | PLAP inhibition | Bcl-B TR3 displacers | NFkB transloc inh | NFkB transloc inh cell count 2 µM
NS(=O)(=O)c1ccc(NS(=O)(=O)c2cccs2)cc1 | 1 | 93 | 91 | -6 | 143 | -7% | -10% | 6 | 143
Cc1ccc(S(=O)(=O)N=S(CC2CC2(Cl)Cl)CC2CC2(Cl)Cl)cc1 (configuration not stated) | -24 | 54 | 78 | 10 | 178 | -82% | -2% | -10 | 178
Cc1cccc(NC(=O)c2cc(NC(=O)c3ccccc3)ccc2N2CCCCC2)c1 | 0 | 57 | 57 | 6 | 145 | 7% | 3% | -6 | 145
COc1cc2cc(CN(CCCO)S(=O)(=O)c3ccccc3Cl)c(=O)[nH]c2cc1OC | . | . | . | -3 | 114 | -33% | 3% | 3 | 114
O=C(COC(=O)c1cccnc1)c1ccc(Cl)cc1 | 5 | 105 | 100 | . | . | 11% | -2% | . | .
FC(F)(F)c1cccc(N2CCN(c3ccc4nnc(-c5ccccc5)n4n3)CC2)c1 | . | . | . | 6 | 213 | 6% | -15% | -6 | 213
CC(C)c1cc(C(=O)Nc2cccc(C(F)(F)F)c2)no1 | -1 | 90 | 91 | 26 | 177 | 6% | 3% | -26 | 177
CCOC(=O)N1CCN(S(=O)(=O)c2ccc3[nH]cc(C(=O)O)c(=O)c3c2)CC1 | 15 | 94 | 79 | -4 | 178 | 2% | 0% | 4 | 178
COC(=O)CN(Cc1ccccc1)S(=O)(=O)c1ccc(OC)c(OC)c1 | . | . | . | -1 | 108 | -5% | -8% | 2 | 108
O=C(O)c1ccc(NS(=O)(=O)c2cccc3nsnc23)cc1 | -3 | 93 | 96 | 12 | 139 | 4% | 3% | -12 | 139
CCOc1ccc(NC(=O)CCN2CCN(S(=O)(=O)c3ccc(Cl)cc3)CC2)cc1 | -34 | 67 | 102 | -9 | 192 | -40% | 2% | 9 | 192
Cc1coc2c(C)c3oc(=O)cc(-c4ccccc4)c3cc12 | . | . | . | -6 | 123 | . | . | 6 | 123
Cc1csc(SCC(=O)c2c(N)n(CC(C)C)c(=O)n(C)c2=O)n1 | 12 | 99 | 87 | 0 | 189 | 20% | -2% | 0 | 189
COc1ccc(OCC(O)CN2C(=O)c3ccccc3S2(=O)=O)cc1 (configuration not stated) | 22 | 99 | 77 | -3 | 65 | 7% | 4% | 3 | 65
COc1ccc(C(=O)NCC(=O)N2CCC(C)CC2)cc1OC | 7 | 103 | 96 | -9 | 178 | 9% | 1% | 9 | 178
CCCC(=O)Nc1cc(OC)c(NC(=O)NC2CCCCC2)cc1OC | -18 | 58 | 76 | 2 | 188 | -16% | 5% | -2 | 188
Cc1csc(-c2coc3cc(O)cc(C)c3c2=O)n1 | -14 | 61 | 75 | 10 | 97 | 12% | -2% | -10 | 97
Cc1ccc(C(=O)O)cc1N1C(=O)c2cccc3cc(Br)cc(c23)C1=O | . | . | . | 0 | 147 | -6% | -8% | 0 | 147
Cc1ccc2nc(-c3cccnc3)oc2c1 | 8 | 90 | 83 | 0 | 113 | -4% | -11% | 0 | 113
CCCCN(C(=O)Cn1nnc2ccccc21)C(C(=O)NCc1ccco1)c1ccncc1 (configuration not stated) | 5 | 79 | 74 | -8 | 215 | -24% | -10% | 8 | 215
Cc1cc(C(=O)Nc2ccccc2N2CCOCC2)c2ccccc2n1 | -8 | 68 | 76 | 22 | 196 | -43% | -39% | -22 | 196
CCOC(=O)c1cnc(SCC(=O)c2ccccc2)nc1N | 11 | 80 | 69 | 18 | 204 | 9% | 10% | -18 | 204
O=C(O)CN1C(=O)C2(OCCCO2)c2ccccc21 | -2 | 98 | 100 | 5 | 138 | 2% | 0% | -5 | 138
CN(CC(=O)Nc1ccncc1)S(=O)(=O)c1ccc(Cl)cc1 | 8 | 100 | 92 | . | . | 8% | -3% | . | .
N#Cc1ccccc1Sc1ccccc1C(=O)N1CCOCC1 | -4 | 87 | 91 | 10 | 126 | 6% | -3% | -10 | 126

Next part:
SMILES | MRP resist rev | MRP resist rev cytotoxicity | MRP resist rev with doxorubicin | IL1B NFkB pot | IL1B NFkB pot cell count 2 µM | PLAP inhibition | Bcl-B TR3 displacers | NFkB transloc inh | NFkB transloc inh cell count 2 µM
Cc1ccc(SC(C)C(=O)Nc2cccc(N(C)S(C)(=O)=O)c2)cc1 (configuration not stated) | 9 | 98 | 89 | 2 | 55 | -50% | 0% | -2 | 55
CCOc1cccc(/C(O)=C2/C(=O)C(=O)N(Cc3ccco3)C2c2ccncc2)c1 (configuration not stated) | -2 | 101 | 103 | 9 | 115 | 9% | -7% | -9 | 115
CN1C(=O)c2cccc3c(S(=O)(=O)Nc4ccccn4)ccc1c23 | 9 | 77 | 68 | -9 | 107 | . | . | 9 | 107
O=C1NC2(C=Cc3c(ccc4ccccc34)O2)Oc2ccccc21 (configuration not stated) | -15 | 55 | 70 | -20 | 171 | -6% | 3% | 20 | 171
Cc1cc(C)c(S(=O)(=O)N2CCN(c3ccc([N+](=O)[O-])c(NCc4ccco4)c3)CC2)c(C)c1 | . | . | . | -2 | 121 | -8% | -12% | 2 | 121
O=C(COc1ccc(S(=O)(=O)NCc2ccccc2)cc1Cl)NCC1CCCO1 (configuration not stated) | -12 | 91 | 103 | 4 | 83 | -37% | 1% | -4 | 83
CCOc1cc(C(=O)OCC(=O)c2c[nH]c3ccccc23)ccc1OCC(=O)N1CCOCC1 | -1 | 89 | 90 | 12 | 158 | -9% | -17% | -12 | 158
O=C(c1cccnc1)N1CCc2ccccc2C1 | . | . | . | -9 | 100 | 10% | 0% | 9 | 100
CSc1nc(C)cc(SCC(=O)Nc2ccccc2)n1 | 9 | 87 | 78 | -9 | 131 | -21% | 0% | 9 | 131
N#Cc1c(N)nc(SCC(=O)NCCc2ccccc2)c(C#N)c1-c1cccs1 | 5 | 73 | 67 | -14 | 51 | 5% | -3% | 14 | 51
CCCCN(CCCC)C(=O)CSc1nnc(-c2cc(OC)c(OC)c(OC)c2)o1 | 28 | 63 | 35 | . | . | -50% | -1% | . | .
C[n+]1cn(CC(O)COCc2ccccc2)c2ccccc21 (configuration not stated) | . | . | . | 3 | 165 | 27% | -5% | -4 | 165
CCOC(=O)N1CCC(N2CCN(S(=O)(=O)c3ccc(NC(C)=O)cc3)CC2)CC1 | -6 | 86 | 92 | -8 | 141 | -57% | -6% | 8 | 141
COC(=O)c1c(N(S(C)(=O)=O)S(C)(=O)=O)sc2c1CCN(c1ncc(C(F)(F)F)cc1Cl)C2 | 7 | 98 | 92 | -2 | 152 | -73% | -5% | 2 | 152
CCOC(=O)c1nnn(-c2nonc2N)c1CNC(C)C | 8 | 94 | 86 | 13 | 101 | -5% | 4% | -13 | 101
COc1ccc(/C(=N\O)c2ncc(C(F)(F)F)cc2Cl)cc1 | 19 | 98 | 78 | 1 | 169 | 15% | -6% | -1 | 169
Cc1cccc(Nc2nc(N3CCCC3)nc(N3CCCC3)n2)c1 | 6 | 82 | 75 | -5 | 96 | 11% | -2% | 5 | 96
CC1=CC(C)(C)N(C(=O)CSc2nnc(N)s2)c2c(C)cc(C)cc21 | . | . | . | -2 | 120 | 4% | -7% | 2 | 120
Cn1c(=O)c2c(nc(CN3CCc4ccccc4C3)n2Cc2ccc(F)cc2)n(C)c1=O | 12 | 60 | 48 | 8 | 103 | . | . | -8 | 103
CCCCn1c(SCC(=O)Nc2cc(C)on2)nc2c1c(=O)n(C)c(=O)n2C | 3 | 88 | 86 | ? | . | 0% | 6% | -50 | 138
COc1cccc(Cn2c(NCC(C)C)nc3c2c(=O)n(C)c(=O)n3C)c1 | -2 | 88 | 90 | 27 | 29 | . | . | -27 | 29
O=C(CSCc1ccccc1Cl)NN1C(=O)c2ccccc2C1=O | . | . | . | -1 | 119 | -45% | 2% | 1 | 119
CCOc1ccccc1Oc1ccc(C(F)(F)F)cn1 | -9 | 99 | 108 | -13 | 109 | 2% | 2% | 12 | 109
COc1ccc(OC)c(NC(=O)c2cc(S(=O)(=O)NCc3ccco3)ccc2F)c1 | . | . | . | 4 | 147 | 9% | 4% | -4 | 147
COCCNC(=O)CN(c1ccc(OC)c(OC)c1)S(=O)(=O)c1ccc(C)cc1 | . | . | . | -2 | 206 | 0% | -10% | 2 | 206

Remaining list, next part
SMILES | MRP resist rev | MRP resist rev cytotoxicity | MRP resist rev with doxorubicin | IL1B NFkB pot | IL1B NFkB pot cell count 2 µM | PLAP inhibition | Bcl-B TR3 displacers | NFkB transloc inh | NFkB transloc inh cell count 2 µM
S=c1[nH]nc(-c2ccc(Br)cc2)n1Cc1ccco1 | 8 | 94 | 85 | 4 | 71 | -14% | 3% | -2 | 71
CC(=O)NCCC(=O)Nc1ccc(F)cc1C | 4 | 91 | 86 | 8 | 149 | 4% | -16% | -8 | 149
Cc1ccc(CNC(=O)c2nnn(-c3cccc(C)c3)c2N)cc1 | -6 | 97 | 104 | 8 | 152 | 13% | -11% | -8 | 152
COC(=O)NNC(=O)COc1ccc(Br)c(C)c1 | . | . | . | 5 | 127 | 4% | 5% | -5 | 127
CC1(C)Cc2c(c(-c3ccco3)[nH]c(=O)c2C#N)CS1 | 8 | 106 | 98 | . | . | -19% | 72% | . | .
O=C(c1cc2ccccc2oc1=O)N(Cc1cccs1)Cc1ccccc1Cl | -1 | 89 | 90 | 3 | 7 | . | . | -3 | 7
C=CCOc1ccc(CNn2nnnc2N)cc1 | -1 | 94 | 94 | 1 | 151 | -8% | -6% | -1 | 151
FC(F)(F)c1nc(N2CCCC2)ncc1-c1nnnn1-c1ccccc1 | . | . | . | . | . | 7% | -11% | . | .
COc1ccc(OC)c(S(=O)(=O)N(C)CC(=O)Nc2ccccc2OC)c1 | -5 | 101 | 106 | 10 | 134 | 10% | -7% | -10 | 134
CCn1nc(C(=O)N2CCN(Cc3ccc4c(c3)OCO4)CC2)c2ccccc2c1=O | 8 | 109 | 100 | -2 | 130 | -93% | -8% | 2 | 130
Cn1c(=O)[nH]c(=O)c2c1nc(SCC(O)CO)n2Cc1ccccc1Cl (configuration not stated) | 1 | 81 | 80 | -4 | 152 | 10% | 8% | 4 | 152
COc1ccc(OC)c(NC(=O)C(CCS(C)(=O)=O)NC(C)=O)c1 (configuration not stated) | 4 | 94 | 90 | . | . | -29% | 1% | . | .
CCOC(=O)c1c(Nc2ccccc2N)cc(C)nc1C | 11 | 86 | 74 | 20 | 162 | 8% | 2% | -20 | 162
O=C(c1ccc2snnc2c1)N1CCN(c2ccccn2)CC1 | . | . | . | -8 | 124 | 16% | -18% | 8 | 124
Cc1ccc(-c2nc(CS(=O)CC(=O)N3CCN(c4ncccn4)CC3)c(C)o2)cc1 (configuration not stated) | 17 | 99 | 83 | . | . | -66% | -1% | . | .
CC(=O)Nc1nonc1NC(=O)c1ccc(C(C)(C)C)cc1 | 4 | 84 | 80 | 19 | 166 | -46% | -3% | -19 | 166
Cn1c(=O)c2c(nc(Oc3ccc4c(c3)OCO4)n2Cc2ccc(Cl)cc2)n(C)c1=O | -10 | 12 | 22 | 25 | 150 | 16% | 0% | -25 | 150
C=CCN1C(=O)/C(=C\c2ccc(Cl)cc2)N=C1SCC(=O)NC1CCCCC1 | . | . | . | -4 | 159 | 17% | 1% | 4 | 159

Grouped by structure, the entries above with a COOH group (4)
SMILES | MRP resist rev | MRP resist rev cytotoxicity | MRP resist rev with doxorubicin | IL1B NFkB pot | IL1B NFkB pot cell count 2 µM | PLAP inhibition | Bcl-B TR3 displacers | NFkB transloc inh | NFkB transloc inh cell count 2 µM
CCOC(=O)N1CCN(S(=O)(=O)c2ccc3[nH]cc(C(=O)O)c(=O)c3c2)CC1 | 15 | 94 | 79 | -4 | 178 | 2% | 0% | 4 | 178
O=C(O)c1ccc(NS(=O)(=O)c2cccc3nsnc23)cc1 | -3 | 93 | 96 | 12 | 139 | 4% | 3% | -12 | 139
Cc1ccc(C(=O)O)cc1N1C(=O)c2cccc3cc(Br)cc(c23)C1=O | . | . | . | 0 | 147 | -6% | -8% | 0 | 147
O=C(O)CN1C(=O)C2(OCCCO2)c2ccccc21 | -2 | 98 | 100 | 5 | 138 | 2% | 0% | -5 | 138

Assay outcomes (PubChem)
